Screening data from PubChem.
CCT modulator = cytosolic chaperonin activity modulation; purified chaperonin ATPase assay, HTRF ADP detection, 30 min; activity change, % (test concentration not listed), hits read low; actives 0.3% (n = 360,000); AID 651819; in the data active means activity change below about -30%; further: on the % scale 0 is the no-effect control and ±100 the full control effect
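We incubate TRiC, 40 or 20 nM final, with library compounds at 76 uM and 10 uM ATP for 30 min at 37 °C. ADP formed is detected with Transcreener HTRF reagents after 30 min at room temperature.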
pAkt inh = blocks phosphorylation of Akt; Neuro2A IGF-stimulated pAkt S473 HTRF, 20 min; active compounds read low; activity change, % for hits at 50 µM; actives 0.32% (n = 360,000); AID 651550; in the data active means activity change below about -80%; inconclusive means mostly about -51% to -80%; further: on the % scale 0 is the no-effect control and ±100 the full control effect
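Neuro2A cells (4,500/well, DMEM with 0.5% FBS) were treated with compound at a single 50 µM final concentration, stimulated with 6 nM IGF for 20 min at 37 °C, and lysed. Phospho-Akt Ser473 was read by HTRF as 665/615 ratio ×10^4.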
Nrf2 block = blocks Nrf2 signaling | A549 ARE-Fluc reporter, luciferase luminescence, 18-24 h | Potency, µM (series often up to 46 µM), for the others: at the top dose activity change, negative = inhibition, hits mostly inhibitors | actives 2.1% (n = 360,000) | AID 504444; further: potency means the concentration at half of the fitted maximal effect; on the % scale 0 is the no-effect control and ±100 the full control effect; nearly all actives have a fitted effect of over 60% in size
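Quantitative HTS in A549 cells stably bearing an antioxidant response element-firefly luciferase construct. Inhibition of Nrf2-driven transcription was scored by luminescence after 18-24 h of compound exposure at 37 °C.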
Nrf2 ARE act = activators of Nrf2 (ARE) signaling. actives 0.31% (n = 410,000). Potency, µM (series often up to 46.1 µM), without a hit: at the top dose activation, hits mostly activators. AREc32 ARE-luciferase reporter (MCF7-derived line), luminescence, 24 h; further: potency means the concentration at half of the fitted maximal effect; % of control where 0% means no effect; nearly all actives have a fitted effect of over 65% in size
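ARE-driven firefly luciferase activity in AREc32 cells measured after a 24 hr compound exposure at 37 deg C, using Steady-Glo reagent and a 30 min room-temperature hold.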
TGFb SMAD3 inh = inhibitors of TGF-b signaling; Potency, µM (top dose mostly 46.1 µM), inactives show at the top dose activity, negative = inhibition, most hits filed as inhibitors; AID 588855; actives 1.2% (n = 410,000); HepG2 CAGA-GFP TGF-b/SMAD3 reporter, GFP fluorescence, 18 h; TGF-beta stimulated, 500 pg/mL final; further: potency means the concentration at half of the fitted maximal effect; on the % scale 0 is the no-effect control and ±100 the full control effect; nearly all actives have a fitted effect of over 65% in size
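HEPG2 CAGA-GFP, 1000 cells/well; 2 h settle, 37 C; cpd via pin tool; TGF-b 500 pg/mL final; 18 h, 37 C; GFP imaging ex488/em500-530; %Activity normalised to -TGF-b and +DMSO controls; CRC fit, curve class.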
A549 viability = A549 cytotoxicity, counter-screen for Nrf2 inhibitors | actives 0.16% (n = 390,000) | AID 504648 | A549 ARE-Fluc cells, CellTiter-Fluor viability, 18-24 h | Potency, µM (titrated, usually from 46 µM), without a hit: at the top dose activity change, negative = cytotoxicity, actives largely listed as inhibitors; further: potency means the concentration at half of the fitted maximal effect; on the % scale 0 is the no-effect control and ±100 the full control effect
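Cytotoxicity counterscreen: CellTiter-Fluor fluorescence was measured in A549 ARE_Fluc cells after 18-24 h of compound exposure in a concentration series. The subsequent BugLite luminescent read reports ARE-luciferase activity.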
Abeta rescue = A-beta toxicity reversal in yeast; Potency, µM (series often up to 46.1 µM), without a hit: at the highest dose growth rescue, actives largely listed as activators; actives 0.063% (n = 410,000); AID 1347071; yeast expressing A-beta42, growth rescue, OD600, 48 h; response scale: 0% DMSO, 100% iron-clioquinol control; further: potency means the concentration at half of the fitted maximal effect; nearly all actives have a fitted effect of over 55% in size
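Yeast A-beta toxicity model in growth medium with pinned compounds, 48 h at 30 C; growth read as absorbance at 600 nm. Normalized to FeCl3/clioquinol equimolar mix (positive) and DMSO (negative).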
HepG2 tox = kills HepG2 cells in TGF-b inhibitor counter-screen | HepG2 CAGA-GFP viability, ATP luminescence, 18 h | actives 0.76% (n = 410,000) | AID 588856 | Potency, µM (highest dose often 46.1 µM), for inactives: at the highest dose activity change, negative = cytotoxicity, actives largely listed as cytotoxic; further: potency means the concentration at half of the fitted maximal effect; some results filed as inactive show a strong effect at the top dose
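CellTiter-Glo luminescence gave cytotoxicity after 18 hours at 37 degrees C. The cells were HepG2 CAGA-GFP in 1% FBS DMEM, stimulated with 500 pg/mL TGF-beta after compound addition. %Activity was normalised to no-cell wells (complete cell-killing) and DMSO (no toxicity), and curves were fitted and classified.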
MmCpn inh = M. maripaludis TRiC chaperonin inhibition; purified Mm-Cpn ATPase, ADP Transcreener TR-FRET; Potency, µM (series often up to 76.9 µM), without a hit: at the highest dose activity, negative = inhibition, hits mostly inhibitors; actives 0.031% (n = 330,000); AID 504842; further: potency means the concentration at half of the fitted maximal effect; on the % scale 0 is the no-effect control and ±100 the full control effect; nearly all actives have a fitted effect of over 80% in size
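25 nM Mm-CPN + cpd, 10 min 37°C; + 10 uM ATP, 30 min 37°C; buffer 30 mM Tris pH 7.4, 100 mM KCl, 5 mM MgCl2, 1 mM DTT; Transcreener ADP HTRF detection 30 min RT.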
The depositor's hits bear a star; i = inactive; u = inconclusive; x = no result given; & = joins results of further samples; [ ] = dose if it differs, or a comment. Unless noted, the call rests on the fitted dose curve; in most records, active means well fitted curve in the direction sought with a large enough effect; inconclusive means small, poorly fitted or top-dose-only effect, or another doubt; inactive means no such curve, though single readings can be large; an effect the other way counts as inactive or inconclusive.

Every second line gives: CCT modulator, pAkt inh, Nrf2 block, Nrf2 ARE act, TGFb SMAD3 inh, A549 viability, Abeta rescue, HepG2 tox, MmCpn inh
O=C(/C=C/c1cccc2ccccc12)N1CCOCC1
    -1.0, i, 27%, 2.9%, -20%, 7%, -3%, -6%, -1%
Cc1sc2nc(CSC(C)C(=O)Nc3ccccn3)[nH]c(=O)c2c1C (stereo not given)
    1.1, i, 10%, 6.9%, 12%, 1%, -2%, 7%, 0%
CCN1CCCC1CNC(=O)C(=O)Nc1ccccc1 (stereo not given)
    -0.4, i, u, 3.3%, 29%, -2%, 1%, 10%, 3%
O=S(=O)(c1ccc2nc(COc3ccccc3)[nH]c2c1)N1CCOCC1
    0.8, i, 1%, -0.1%, -3%, 0%, 11%, 6%, -1%
COc1cccc(-c2nnc(-c3ccc(C(F)(F)F)cc3)o2)c1OC
    0.4, i, u, 2.9%, 6%, -4%, 0%, -19%, 1%
CCc1nnc(NC(=O)CSc2nc3ccccc3o2)s1
    -1.5, i, -15%, -1.1%, 5%, -22%, 8%, 1%, -2%
Cc1ccccc1CN1CCN(CC(=O)NCc2ccc3c(c2)OCO3)C1=O
    -2.7, i, 2%, 0.0%, 29%, 7%, -3%, -6%, 0%
Cn1ncc(Cl)c1C(=O)NC1CCCC1
    0.8, i, 15%, -0.2%, 10%, 2%, 4%, -2%, -1%
CC(=O)c1ccccc1OCC(O)CN1CCN(C(c2ccccc2)c2ccccc2)CC1 (stereo not given)
    -3.4, i, -3%, 0.9%, 7%, -1%, 18%, -16%, 4%
CCCCNc1oc(-c2ccc(OC)cc2)nc1S(=O)(=O)c1ccccc1
    -1.9, i, u, -0.9%, 19%, 1%, -17%, -5%, 0%
CC(NC(=O)Cn1cnc([N+](=O)[O-])n1)c1ccccc1 (stereo not given)
    1.3, i, 4%, -0.1%, 2%, -2%, 20%, 13%, 1%
O=C(Cn1cnc2ccccc21)Nc1ccc(SC(F)F)cc1
    0.7, i, 4.1µM*, 5.2%, -24%, -17%, 4%, 0%, -3%
COC(=O)C1=C(C)NC(C)=C(C(=O)OC)C1c1ccc2ccccc2n1
    0.0, i, 24%, 3.7%, -13%, 5%, 2%, 7%, -1%
COc1cccc(NC(=O)CN(CCc2ccccc2)S(=O)(=O)c2ccc(Cl)cc2)c1
    x, x, -2%, 4.7%, -30%, 1%, -2%, -42%, x
CCCCN(CC)Cc1ccc(CNC(=O)Nc2ccc(OCC)cc2)o1
    -1.9, i, -11%, 0.3%, -2%, -9%, 11%, -33%, 3%
CN(C)c1ccc(/C=N/NC(=O)CNC(=O)/C=C/c2ccccc2)cc1
    -0.7, i, 7%, 2.4%, u, 6%, 8%, 17%, -2%
CCNC(=O)CCc1nc(-c2ccc(C)cc2)no1
    -2.3, i, 6%, 0.0%, 0%, 0%, -16%, 5%, -1%
O=C(/C=C/c1ccc2c(c1)OCO2)NC1CCCC1
    -0.3, i, u, 2.9%, -3%, 13%, -9%, -1%, 1%
O=C(Nc1ccccc1C(F)(F)F)N1CC=C(c2c[nH]c3ccccc23)CC1
    x, x, -7%, 4.7%, -19%, 13%, -17%, -39%, x
O=C1CC(C(=O)N(CC2CCCO2)C(C(=O)NC2CCCCC2)c2ccncc2)CS1 (stereo not given)
    0.0, i, x, 0.4%, -22%, -1%, 12%, -3%, -28%
O=P(CCc1ccccc1)(c1ccccc1)c1ccccc1
    1.3, i, 6%, 0.1%, -14%, -5%, 13%, 10%, x
CCN(C(=O)c1nn(-c2ccc(OC)cc2)c(=O)c2c1c1ccccc1n2C)c1ccc(OC)cc1
    -1.3, i, 20%, 3.1%, -1%, 1%, 5%, -22%, -1%
Cc1cccc(OCC(=O)Nc2c(C(=O)N3CCN(c4ccccc4)CC3)oc3ccccc23)c1
    x, x, u, -1.1%, -36%, 1%, -3%, 6%, x
Cc1ccc(NC(=S)c2ccc(N(C)C)cc2)cc1
    -1.6, i, u, -0.2%, -3%, -5%, 14%, 7%, i
O=S(=O)(NCc1ccncc1)c1ccc(S(=O)(=O)NCC2CCCO2)cc1 (stereo not given)
    -1.6, i, 9.2µM*, 0.4%, -16%, -4%, 17%, 1%, -1%
CCCCc1ccc(N=N/C(C(=O)Nc2cc(OC)c(NC(C)=O)cc2OC)=C(/C)O)cc1
    3.5, i, u, 0.0%, -3%, 18%, -10%, -1%, 1%
COc1cccc(-n2ccn(CC(=O)NCc3ccc(C)cc3)c(=O)c2=O)c1
    x, x, -8%, -0.9%, 9%, -3%, -6%, 18%, x
O=C(O)c1ccc(S(=O)(=O)c2ccc3c(c2)C(=O)N(NC(=O)c2ccc(O)cc2)C3=O)cc1
    -1.0, i, 1%, 0.7%, 5%, -4%, 1%, -1%, -5%
COc1ccc(Cl)cc1-n1nnc(-c2nc(-c3ccccc3)no2)c1C
    x, x, u, -0.4%, -1%, -6%, 5%, 6%, x
O=C(NC1CCCCC1)C(c1ccncc1)N(CC1CCCO1)C(=O)C(F)(F)F (stereo not given)
    2.5, i, u, -0.3%, u, -20%, 3%, 5%, 1%

Nrf2 block, entries above that show a hit.
Compound | CCT modulator | pAkt inh | Nrf2 block | Nrf2 ARE act | MmCpn inh
O=C(Cn1cnc2ccccc21)Nc1ccc(SC(F)F)cc1 | 0.7 | i | 4.1µM* | 5.2% | -3%
O=S(=O)(NCc1ccncc1)c1ccc(S(=O)(=O)NCC2CCCO2)cc1 (stereo not given) | -1.6 | i | 9.2µM* | 0.4% | -1%

The list continues.
Every second line gives: CCT modulator, pAkt inh, Nrf2 block, Nrf2 ARE act, TGFb SMAD3 inh, A549 viability, Abeta rescue, HepG2 tox, MmCpn inh
CCOC(=O)c1c(C)c(C(=O)Nc2ccccc2)c(C)n1CC
    1.1, i, 2%, 0.2%, 18%, 17%, -8%, -15%, 4%
COc1cc2[nH]c(=O)n(Cc3ccc(C(=O)NC4CCN(Cc5ccccc5)CC4)cc3)c(=O)c2cc1OC
    0.5, i, -8%, -0.9%, -4%, 14%, -3%, -75%, 0%
Cc1ccc(Nc2nc(N)nc(CN3CCN(c4ccccc4)CC3)n2)cc1Cl
    -1.6, i, u, 4.7%, u, -25%, 6%, -70%, 1%
Cc1cc(C(=O)NNC(=O)c2ccccc2F)c2ccccc2n1
    -4.9, i, -11%, -0.4%, 2%, 1%, -13%, -6%, -1%
O=C(CCN1C(=O)c2ccccc2S1(=O)=O)Nc1cc(Cl)ccc1Cl
    -1.1, i, -21%, -0.5%, 5%, -2%, 26%, -10%, 0%
CN(C)S(=O)(=O)c1cccc(NC(=O)c2cncc(Br)c2)c1
    -4.0, i, -4%, 2.5%, 10%, 2%, 0%, 7%, 1%
COc1ccc(CN=Cc2c(C(F)(F)F)[nH][nH]c2=O)cc1
    -0.7, i, 5%, 0.3%, 21%, -14%, 0%, 4%, -1%
O=C(/C=C/C(=O)NCc1cccs1)NCc1cccs1
    -0.8, i, -8%, 0.8%, 13%, -1%, -14%, 18%, 1%
COc1ccc(SCc2cc(=O)c3cc(Cl)ccc3[nH]2)cc1
    x, x, x, 4.2%, -26%, -7%, -10%, -47%, x
COCCCNC(=O)CN(c1cccc(Cl)c1C)S(C)(=O)=O
    0.1, x, 13%, -0.1%, 23%, 4%, -16%, -9%, 2%
Cc1cn(C2CC(OC(=O)C(C)C)C(CO)O2)c(=O)[nH]c1=O (stereo not given)
    1.0, i, -3%, -0.9%, 8%, -5%, 1%, 8%, -1%
Cc1ccc2[nH]c(=O)c3cc(C(=O)NCCc4ccc(Cl)cc4)sc3c2c1
    x, x, u, 1.0%, 0%, -2%, 0%, -4%, x
COc1ccc(NC(=O)c2c(-c3ccc(C)cc3)nnc3ccccc23)c(OC)c1
    x, x, u, 2.9%, 0%, -2%, 0%, -14%, x
COc1cc(-c2noc(C)c2C#Cc2nccn2C)cc(OC)c1OC
    -0.5, i, -23%, 13%, -25%&-10%, 4%, 5%, -24%&-30%, 1%
Cc1ccc(NC(=O)NC(=S)NC(=O)c2ccccc2)cc1
    0.8, i, u, 5.0%, 0%, -7%, 3%, 0%, 1%
Cc1ccc(SCC(=O)NC(=O)Nc2ccc3c(c2)OCCO3)cc1C
    0.0, i, -3%, -0.2%, -35%, 4%, -17%, -1%, -1%
C[C@H]1[C@H](C)CC[C@]2(C(=O)O)CC[C@]3(C)C(=CC[C@@H]4[C@@]5(C)CC[C@H](O)C(C)(C)[C@@H]5CC[C@]43C)[C@H]12
    1.2, i, -3%, -0.1%, 5%, 1%, 6%, -23%, 1%
N#CC1(NC(=O)Cn2cc(C(F)(F)F)ccc2=O)CCCC1
    0.0, i, -5%, -0.2%, 3%, 1%, -9%, 19%, -1%
CCOC(=O)Cn1c(=NC(=O)c2ccc([N+](=O)[O-])s2)sc2ccccc21
    1.5, i, u, 7.1%, 7%, -20%, -74%[inhibitor], -1%, -6%
N#C/C(=C/C1=C(N2CCOCC2)C(=C/c2ccccc2)/CC1)C(=O)Nc1ccccc1F
    -4.5, i, 1%, -0.4%, 18%, u, -12%, 0%, x
O=C(C1CC(=O)N(c2ccccc2)C1)N1CCN(c2ccccc2F)CC1 (stereo not given)
    -3.9, i, -4%, 0.1%, -2%, -11%, 1%, 4%, 3%
O=S(=O)(c1cccc(C(F)(F)F)c1)N1CCN(c2nc(-c3cccs3)nc3cc(Cl)ccc23)CC1
    x, x, 16%, x, -6%, 0%, x, -48%, x
O=C(CSc1n[nH]c(-c2ccccn2)n1)Nc1ccc(F)cc1
    -0.6, i, -1%, -0.8%, -1%, 5%, 1%, -22%, 1%
Cc1ccc2nc(NCC(=O)O)nc(-c3ccccc3)c2c1
    -1.4, i, -23%, 4.1%, 0%, 1%, -8%, -21%, -1%
